Screening data: PubChem, several laboratories
PPC-1+TRAIL kill = PPC-1 cancer cell killing with TRAIL present; PPC-1 cells + TRAIL, ATPLite viability luminescence; actives 0.41% (n = 220,000); cell killing (% activity), % at 4 µM;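 active means cell killing above 50% in the first pass at 4 µM, then a duplicate retest at 5 µM averaging 50% or more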;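 further: plate controls were cells with TRAIL plus DMSO for no effect and medium-only wells lacking cells for full effect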
FXIa inh 1536 = blocks human coagulation factor XIa protease activity; P03951; purified FXIa, Boc-Glu-Ala-Arg-AMC fluorogenic substrate; inhibition, % at 5 µM; actives 0.14% (n = 220,000); AID 798;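 active means inhibition of at least 40%; inactive means inhibition below 40%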;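 further: fluorescence of freed AMC excited at 355 nm; 0% = enzyme without compound and 100% = no enzyme blank; many of its hits are not listed in these tables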
Target sequence (P03951 19-387 limits assumed): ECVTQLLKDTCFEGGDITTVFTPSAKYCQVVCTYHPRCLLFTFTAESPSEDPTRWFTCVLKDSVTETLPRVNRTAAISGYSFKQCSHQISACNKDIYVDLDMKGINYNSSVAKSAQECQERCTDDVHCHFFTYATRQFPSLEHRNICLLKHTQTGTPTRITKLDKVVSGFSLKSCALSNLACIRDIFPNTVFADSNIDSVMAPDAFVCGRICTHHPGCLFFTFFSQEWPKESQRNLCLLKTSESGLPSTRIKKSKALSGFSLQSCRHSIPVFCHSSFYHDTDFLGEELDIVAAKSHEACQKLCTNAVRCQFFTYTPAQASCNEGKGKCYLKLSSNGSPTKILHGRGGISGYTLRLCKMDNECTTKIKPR
Target sequence (P03951 388-625 limits assumed): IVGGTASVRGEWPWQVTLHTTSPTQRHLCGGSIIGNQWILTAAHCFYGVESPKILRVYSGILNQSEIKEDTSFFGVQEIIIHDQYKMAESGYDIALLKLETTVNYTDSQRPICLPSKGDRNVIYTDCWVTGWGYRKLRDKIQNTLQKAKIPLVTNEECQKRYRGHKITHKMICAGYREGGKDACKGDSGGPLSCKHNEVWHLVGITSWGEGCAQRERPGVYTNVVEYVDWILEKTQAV
TNF necrop inh = blocks TNF-alpha induced death of Jurkat FADD-/- cells; Jurkat FADD-/- TNF necroptosis rescue, ATP luminescence, 24 h; 0 = TNF only, 100 = no-TNF cells; activation (protection from cell death), % at 10 µM; actives 0.068% (n = 220,000); AID 463075;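 active means activation, meaning protection from cell death, of at least 50% relative to plate controls; inactive means activation below 50%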;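 further: necroptosis triggered by 40 ng/mL TNF-alpha added together with compound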
TbHK1 inh = blocks Trypanosoma brucei hexokinase 1 activity | recombinant TbHK1, G6PDH-coupled NADH A340 | inhibition, % at 10 µM | actives 0.11% (n = 220,000) | AID 1430;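 active means inhibition of 50% or more in the single-dose primary screen; inactive means inhibition below 50%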
EP2 antag = EP2 receptor (human) inhibition | actives 0.52% (n = 260,000) | inhibition, % at 25 µM | C6 glioma cells expressing human EP2, cAMP TR-FRET; cells stimulated with saturating PGE2;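 active means percent inhibition above 40 after rounding to a whole number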;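 further: rat C6 glioma host cells with rolipram phosphodiesterase inhibitor present; the protocol text gives 20 µM as final concentration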
Target sequence (P43116 whole entry, looked up): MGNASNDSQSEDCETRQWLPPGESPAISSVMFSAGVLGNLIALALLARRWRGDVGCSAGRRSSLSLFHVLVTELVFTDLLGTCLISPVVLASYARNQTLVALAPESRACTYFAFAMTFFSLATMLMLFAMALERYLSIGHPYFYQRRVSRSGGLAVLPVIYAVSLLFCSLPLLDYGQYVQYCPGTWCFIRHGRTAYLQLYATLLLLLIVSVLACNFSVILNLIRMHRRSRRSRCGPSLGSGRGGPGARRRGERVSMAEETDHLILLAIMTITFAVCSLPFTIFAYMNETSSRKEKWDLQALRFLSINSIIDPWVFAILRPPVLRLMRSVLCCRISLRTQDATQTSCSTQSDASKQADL
FXIIa inh = factor XIIa (human) inhibition | P00748 | purified FXIIa, Boc-QGR-AMC fluorogenic substrate, 2 h | inhibition, % at 5 µM | actives 0.3% (n = 220,000) | AID 800; in the data active means inhibition above about 40%;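 further: 0% = enzyme with no compound and 100% = blank without enzyme; many of its hits are not listed in these tables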
Wee1 degr inh = blocks degradation of human Wee1 kinase; reporter increase, % at 5 µM; actives 1.2% (n = 220,000); P30291; HeLa Luc-Wee1K328M stability, luciferase luminescence; 100% = proteasome inhibitor MG132 effect; AID 1321;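 active means activation above the mean of all tested compounds plus 3 SD, set per screening run, cut at about 8.8% in these data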;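 further: cells exposed to compound for 20 h before luminescence read; 0% = DMSO alone and 100% = MG132 at 30 µM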
CHOP inhibitor = inhibitors of CHOP induction in ER stress response | CHO-K1 CHOP-promoter luciferase, tunicamycin-induced, 15-18 h | inhibition, % at 10 µM | actives 3.8% (n = 220,000);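 active means compounds that reduced the stress-induced luciferase reporter signal by more than about 70% of percent inhibition, limit read from the data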;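 further: 0% = tunicamycin plus vehicle and 100% = wells without tunicamycin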
L929 necroptosis = L929 zVAD cell death inhibition; L929 zVAD necroptosis rescue, ATP luminescence, 24 h; with zVAD 60 µM; viability rescue, % at 10 µM; actives 0.38% (n = 220,000);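 active means activation, scaled between plate controls, above about 75%, limit read from the data; inactive means activation under that limit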;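 further: 0% = zVAD with DMSO and 100% = DMSO alone without zVAD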
An asterisk follows results filed as active; & = joins results of further samples; [ ] = another dose, or the depositor's remark. Some of the compounds tested (hit frequency here may not be typical).

Start of the listing, in advance:
SMILES	PPC-1+TRAIL kill	FXIa inh 1536	TNF necrop inh	TbHK1 inh	EP2 antag	FXIIa inh	Wee1 degr inh	CHOP inhibitor	L929 necroptosis
Cc1noc(C)c1C(=O)NC1CCCc2ccccc21 (stereo not given)	5.0	-3.9	-1.1	3.6	5.1	-17.5	0.2	-0.4	0.1
CCCn1c(SCC(=O)NC(C)(C)C)nnc1-c1ccco1	12.6	-3.0	0.2	0.3	10.0	2.9	0.5	4.0	9.8
O=C(CN(c1ccccc1)S(=O)(=O)c1ccccc1[N+](=O)[O-])NN=C1CCCCCCC1	16.8	-10.1	-2.2	4.8	6.0	-7.9	-0.1	11.8	0.0
CN(c1cccc(NC(=O)COc2ccc(Cl)cc2Cl)c1)S(C)(=O)=O	35.5	6.2	-1.6	8.0	7.6	8.0	6.7	2.2	-0.8
CCOc1ccc(C(=O)NCC2(c3ccccc3)CCOCC2)cc1	28.2	6.6	-0.2	7.5	3.7	9.8	1.7	2.1	-0.1
CC(=O)NC(Cc1ccccc1)C(=O)NC1CCN(c2ncccc2[N+](=O)[O-])CC1 (stereo not given)	9.4	8.6	0.7	30.3	10.8	16.4	-0.9	19.6	0.5

Main list, from the first entry:
SMILES	PPC-1+TRAIL kill	FXIa inh 1536	TNF necrop inh	TbHK1 inh	EP2 antag	FXIIa inh	Wee1 degr inh	CHOP inhibitor	L929 necroptosis
Cc1noc(C)c1C(=O)NC1CCCc2ccccc21 (stereo not given)	5.0	-3.9	-1.1	3.6	5.1	-17.5	0.2	-0.4	0.1
CCCn1c(SCC(=O)NC(C)(C)C)nnc1-c1ccco1	12.6	-3.0	0.2	0.3	10.0	2.9	0.5	4.0	9.8
O=C(CN(c1ccccc1)S(=O)(=O)c1ccccc1[N+](=O)[O-])NN=C1CCCCCCC1	16.8	-10.1	-2.2	4.8	6.0	-7.9	-0.1	11.8	0.0
CN(c1cccc(NC(=O)COc2ccc(Cl)cc2Cl)c1)S(C)(=O)=O	35.5	6.2	-1.6	8.0	7.6	8.0	6.7	2.2	-0.8
CCOc1ccc(C(=O)NCC2(c3ccccc3)CCOCC2)cc1	28.2	6.6	-0.2	7.5	3.7	9.8	1.7	2.1	-0.1
CC(=O)NC(Cc1ccccc1)C(=O)NC1CCN(c2ncccc2[N+](=O)[O-])CC1 (stereo not given)	9.4	8.6	0.7	30.3	10.8	16.4	-0.9	19.6	0.5
O=C(Cn1cnc2ccccc2c1=O)NCCC(=O)Nc1ccc2c(c1)OCO2	7.6	1.9	0.2	-8.1	12.5	12.6	-1.9	4.3	2.1
COc1cc(/C=N/N=C2/NC(=O)C(CC(=O)O)S2)ccc1OCc1cccc(Cl)c1 (stereo not given)	12.8	-3.9	-0.9	-11.3	2.3	7.9	-2.5	27.5	1.1
Cc1onc(-c2ccccc2Cl)c1C(=O)NCc1nc(-c2ccc(C(F)(F)F)cc2)no1	15.3	7.1	-1.4	-4.7	8.4	12.6	2.4	35.9	0.3
Cc1nn2c3ccccc3nc2c2ccccc12	11.1	0.4	1.1	-12.8	9.6	7.3	-0.9	48.5	1.3
CCOc1ccc2c(c1)OC(c1ccc(OC)cc1)(C(F)(F)F)NC2=O (stereo not given)	24.4	10.9	-8.2	-1.4	8.3	5.0	4.5	3.0	-0.1
COc1ccc(C(=O)N2CCC(C(=O)Nc3ccc(OC)c(OC)c3)CC2)cc1	0.6	7.4	0.0	-4.2	6.4	17.2	2.3	22.7	1.1
NC(=O)CNC(=O)c1ccc(Cl)cc1	1.5	0.6	0.9	-1.8	13.4	2.3	9.1*	3.5	1.0
Cc1[nH]nc2c1C(=O)CC(C)(C)C2	17.1	-5.3	0.9	-4.1	14.4	-3.7	-0.3	56.2	2.1
COc1ccccc1-n1cnnc1SC(C)C(=O)Nc1cccc([N+](=O)[O-])c1 (stereo not given)	6.7	1.7	1.9	-14.6	14.0	10.6	-0.6	13.6	0.3
CCCCOc1ccccc1NC(=O)C=C(C)C	2.5	-10.2	-1.1	1.9	6.6	-23.3	-1.8	3.6	0.1
CCOC(=O)c1oc2ccccc2c1CSc1nnnn1-c1ccc(C)cc1	19.7	12.2	0.6	6.3	3.6	6.8	0.8	23.7	-1.2
Cc1ccc(CNC(=O)NCc2ccccc2)cc1	38.9	-3.8	0.6	-10.4	4.1	8.7	1.2	-16.7	-1.1
CN(C)CCCn1c(SCC(=O)N2CC(=O)Nc3ccccc32)nc2ccccc2c1=O	10.2	0.6	1.5	3.3	8.2	4.8	2.9	1.6	-0.1
CC(=O)c1cnc(SCCN2C(=O)c3ccccc3C2=O)nc1C	15.4	-7.9	-2.8	5.4	16.5	-3.3	-2.6	2.0	0.6
Cc1cccc(CN2CCN(C(=S)Nc3ccccc3)CC2)c1	11.3	-4.9	1.3	-4.0	11.1	4.2	4.6	2.4	4.6
Cc1c(Cl)c([N+](=O)[O-])nn1CC(=O)NCC1CCCO1 (stereo not given)	26.8	7.7	0.8	4.0	3.1	11.0	-1.8	-1.1	-1.3
O=C(c1ccc(Oc2cc(Cl)cc(Cl)c2)o1)N1CCCCC1	13.3	7.6	1.4	-2.6	3.5	8.4	7.9	6.6	-0.3
Cc1ccccc1-c1nc2sc(-c3ccccc3)cc2c(=O)o1	-6.4	-6.6	-7.3	3.7	8.7	12.8	5.1	20.8	0.3
COc1ccc2c(CC(=O)NCc3ccc4c(c3)OCO4)coc2c1	4.5	0.7	0.9	4.8	7.8	19.9	-2.0	7.4	1.2
COCCNC(=O)CS(=O)Cc1nc(-c2ccc(OC)cc2)oc1C (stereo not given)	-11.2	1.2	0.9	7.9	9.7	6.6	-0.5	23.5	1.8
CCn1c(=O)c2cc(C(=O)N3CCCC3)sc2c2ccccc21	14.3	3.5	-0.7	-16.4	7.6	9.8	1.1	28.4	-1.0
O=C(CSc1ccc2c(c1)OCCO2)NCc1ccccc1	-0.7	-2.5	0.5	-3.6	12.8	-2.0	5.0	-1.9	0.8
COc1ccc(-c2[nH]ncc2CN(C)C(C)c2ccncn2)c(F)c1 (stereo not given)	-2.5	1.4	2.2	-6.1	4.1	5.8	2.3	17.3	-0.6
CC(=O)Nc1ccc(C(=O)OC2CCOC2=O)cc1 (stereo not given)	38.6	0.5	-0.7	4.4	10.0	1.0	-4.7	35.2	-0.5
CCOC(=O)c1c(C)c2c(n1C)CCC/C2=N\O	9.9	3.9	-5.5	2.6	10.4	20.3	-2.7	3.6	0.5
O=C(NCCN1C(=O)CSC1=O)C1CC(=O)N(c2ccccc2)C1 (stereo not given)	5.2	7.1	0.6	-4.5	5.2	6.1	-0.7	-7.5	0.2
CC(C)c1cc(CN2CCN(Cc3ccc(F)c(F)c3)C(CCO)C2)[nH]n1 (stereo not given)	4.3	-4.7	1.0	-3.1	7.4	1.7	3.1	-4.2	1.2
COc1ccccc1NC(=O)C1=C(C)NC(=O)NC1c1cccc(OC)c1OC (stereo not given)	6.1	3.4	0.1	6.2	14.3	21.4	4.5	14.0	-0.2
O=c1[nH][nH]cc1C=Nc1ccc(Oc2ccccc2)cc1	8.1	-1.2	-4.3	-11.6	1.5	6.2	1.9	7.2	0.9
O=S(=O)(NC1CCN(Cc2ccccc2)CC1)c1cccc(S(=O)(=O)N2CCOCC2)c1	0.1	-3.6	-1.1	-3.4	6.8	15.4	-0.5	64.7	-0.8
COC(=O)c1ccc(N=Cc2c(C(F)(F)F)[nH][nH]c2=O)cc1	14.0	-2.9	-0.6	-2.7	5.5	6.1	0.0	16.8	1.6
CC1CCN(C(=O)CSc2nncn2-c2ccccn2)CC1	10.1	2.6	-0.4	-0.5	6.2	0.3	1.2	6.2	1.3
CCOc1ccc(NC(=O)c2nnn(CC(=O)Nc3ccccc3OCC)c2N)cc1	1.6	-3.5	1.4	6.8	9.6	16.0	4.0	53.8	0.1
O=C(NC1CCS(=O)(=O)C1)c1cn(-c2ccccc2)nc1-c1ccccc1 (stereo not given)	21.3	8.4	0.1	-2.5	21.0	14.5	-2.1	4.9	1.4
CCCC(=O)Nc1ccc(C(=O)NCc2ccccn2)cc1	2.4	-1.8	-0.8	1.5	7.4	5.8	-1.6	4.6	1.8
CCOc1cc(S(=O)(=O)NCc2ccc3c(c2)OCO3)ccc1F	1.8	-2.2	-1.2	9.7	10.0	20.4	1.8	32.8	0.0
Cc1ccc(C(=O)N2CCN(c3ncccn3)CC2)cc1S(=O)(=O)N1CCCCC1	-8.6	12.8	1.2	31.0	6.7	11.3	-2.8	25.4	0.3
O=C(O)CC(NC(=O)Cc1ccc(Cl)cc1)c1ccco1 (stereo not given)	30.7	-0.2	-0.4	-10.6	6.0	9.9	-0.2	14.4	0.6
O=c1nc(SCc2c(F)cccc2Cl)nc(-c2ccc(Cl)cc2)[nH]1	8.3	9.7	0.4	2.9	8.9	9.7	-1.4	100.9*	2.7
CCc1nnc(NS(=O)(=O)c2ccc(NC(=O)c3cc(Cl)ccc3Cl)cc2)s1	-5.9	-3.2	-0.2	1.7	5.3	4.1	-1.4	-15.7	1.8
Cc1ccc(Oc2c(C=O)c3ccccc3n2C)cc1	-6.1	2.4	-4.9	17.3	11.1	-2.8	-1.6	34.4	-0.1
O=C(OCc1cnc(Cl)s1)c1cccc(Cl)c1	7.5	5.1	0.1	-2.9	16.0	9.3	1.2	-12.1	-0.2
Cc1[nH][nH]c(=O)c1C(c1ccc(N(C)C)c(Br)c1)c1c(C)[nH][nH]c1=O	10.8	-5.2	0.6	-7.6	6.5	9.0	1.2	17.4	-1.3
Cc1ccc(S(=O)(=O)N2CCN(C(=S)NCCc3ccccc3)CC2)cc1	-6.8	1.2	1.2	6.4	5.0	4.3	-1.6	16.6	1.8
More records
SMILES	PPC-1+TRAIL kill	FXIa inh 1536	TNF necrop inh	TbHK1 inh	EP2 antag	FXIIa inh	Wee1 degr inh	CHOP inhibitor	L929 necroptosis
OCCN1CCN(c2nc(-c3ccccc3)nc3c2oc2ccccc23)CC1	12.1	-2.4	-3.0	-16.3	5.0	4.9	-1.2	3.4	0.0
CCOC(=O)c1cc2sccc2n1CC(=O)Nc1ccc(OC)c(OC)c1	9.2[5 µM]	0.5	-1.8	3.3	6.0&8.7	-2.2	2.8	15.7	-0.4
COc1ccc(NC(=O)C2C3C=CC(C3)C2C(=O)O)cc1 (stereo not given)	-4.4	-3.1	12.2	-9.0	7.5	5.4	1.3	21.2	-0.1
CC(=O)c1ccn(S(=O)(=O)c2ccccc2)c1	20.1	0.6	5.9	0.7	4.6	11.9	-0.4	17.2	2.2
CCOc1ccccc1C(=O)NC(C(=O)Nc1cccc(S(N)(=O)=O)c1)C(C)C (stereo not given)	-4.5	-0.2	2.3	-2.7	8.3	-7.0	-1.3	-8.1	1.5
Clc1cccc(-c2ccc(CNCCCN3CCOCC3)o2)c1	2.5	0.0	2.2	-3.8	5.6	7.5	-1.4	19.0	0.1
COc1cccc(NC(=S)N(CCc2nc3cc(C)c(C)cc3[nH]2)Cc2cccnc2)c1	13.3	3.0	-3.6	-6.9	8.5	6.1	-1.7	22.9	0.1
Cc1nn(-c2ccccc2)c(C)c1/C=N/NC(=O)c1cccs1	33.2	-0.7	-2.8	-18.3	2.7	9.7	4.0	-9.7	-0.2
CNC(=O)C1CCCN1S(=O)(=O)c1ccc(OC)cc1 (stereo not given)	29.0	0.7	-0.1	-8.1	13.2	11.9	-0.1	32.9	0.0
CCn1c(CSc2nccn2C)nc2cc(C(=O)O)ccc21	11.6	1.5	-2.3	-0.4	14.2	17.7	1.4	12.5	0.3
